Assay outcomes: PubChem BioAssay, National Center for Advancing Translational Sciences (NCATS)
A549 tox – counter-screen for Nrf2 inhibitors: cytotoxicity in A549 cells | Potency, µM (doses to about 46 µM), inactives show at the top dose activity change, negative = cytotoxicity, most hits filed as inhibitors | A549 ARE-Fluc cells, CellTiter-Fluor viability, 18-24 h | hit rate 0.16% among 390,000; further: potency means the concentration at half of the fitted maximal effect; on the % scale 0 is the no-effect control and ±100 the full control effect
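Cytotoxicity counterscreen: CellTiter-Fluor fluorescence was measured in A549 ARE_Fluc cells after 18-24 h of compound exposure in a concentration series. The subsequent BugLite luminescent read reports ARE-luciferase activity.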
Nrf2 activator – activators of Nrf2 (ARE) signaling | AREc32 ARE-luciferase reporter (MCF7-derived line), luminescence, 24 h | Potency, µM (top dose mostly 46.1 µM), without a hit: at the highest dose activation, most hits filed as activators | hit rate 0.31% among 410,000 | AID 624171; further: potency means the concentration at half of the fitted maximal effect; % of control where 0% means no effect; nearly all actives have a fitted effect of over 65% in size
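ARE-driven firefly luciferase activity in AREc32 cells measured after a 24 hr compound exposure at 37 deg C, using Steady-Glo reagent and a 30 min room-temperature hold.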
TGFb inhibitor – inhibitors of TGF-b signaling; HepG2 CAGA-GFP TGF-b/SMAD3 reporter, GFP fluorescence, 18 h; TGF-beta stimulated, 500 pg/mL final; Potency, µM (highest dose often 46.1 µM), for inactives: at the top dose activity, negative = inhibition, hits mostly inhibitors; hit rate 1.2% among 410,000; AID 588855; further: potency means the concentration at half of the fitted maximal effect; on the % scale 0 is the no-effect control and ±100 the full control effect; nearly all actives have a fitted effect of over 65% in size
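Inhibition was scored as loss of TGF-beta-induced (500 pg/mL final, 18 hours, 37 degrees C) GFP in HEPG2 cells carrying a CAGA-GFP reporter, in DMEM with 1% FBS. Well GFP was summed per cell; Activity was normalised to unstimulated and stimulated DMSO wells, then concentration-response fitting.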
Nrf2 block – Nrf2 pathway inhibition | Potency, µM (doses to about 46 µM), for the others: top-dose activity change, negative = inhibition, hits mostly inhibitors | AID 504444 | A549 ARE-Fluc reporter, luciferase luminescence, 18-24 h | hit rate 2.1% among 360,000; further: potency means the concentration at half of the fitted maximal effect; on the % scale 0 is the no-effect control and ±100 the full control effect; nearly all actives have a fitted effect of over 60% in size
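Nrf2 activity is the BugLite luminescence, read 15 min after reagent at room temperature, following CellTiter-Fluor cytotoxicity readout (30 min, 37C). Compound titrations were applied for 18-24 h to 5000 A549 ARE_Fluc cells/well in 5% FBS OPTI-MEM.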
pAkt inh – blocks phosphorylation of Akt. hit rate 0.32% among 360,000. activity change, % for hits at 50 µM. Neuro2A IGF-stimulated pAkt S473 HTRF, 20 min; stronger effect = lower value; in the data active means activity change below about -80%; inconclusive means mostly about -51% to -80%; further: on the % scale 0 is the no-effect control and ±100 the full control effect
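Neuro2A cells in DMEM with 0.5% FBS, overnight at 37 deg C, given compound at single 50 µM final, then IGF (6 nM final) for 20 min at 37 deg C. Lysed; phospho-Akt Ser473 by HTRF after 24 h, 665/615 ratio.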
CCT chaperon mod – cytosolic chaperonin activity modulation. purified chaperonin ATPase assay, HTRF ADP detection, 30 min. activity change, % (test concentration not listed), hits read low. hit rate 0.3% among 360,000. AID 651819; in the data active means activity change below about -30%; further: on the % scale 0 is the no-effect control and ±100 the full control effect
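Enzyme 40 or 20 nM (batch-dependent) in Tris pH 7.4/KCl/MgCl2/DTT; cpd 76 uM single point; ATP 10 uM; 30 min 37 °C; Transcreener ADP HTRF detection, 30 min RT; ratio 665/615.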
Mm-Cpn inhibitor – inhibitors of Methanococcus maripaludis chaperonin (MmCpn); purified Mm-Cpn ATPase, ADP Transcreener TR-FRET; Potency, µM (top dose mostly 76.9 µM), for the others: at the highest dose activity, negative = inhibition, hits mostly inhibitors; hit rate 0.031% among 330,000; AID 504842; further: potency means the concentration at half of the fitted maximal effect; on the % scale 0 is the no-effect control and ±100 the full control effect; nearly all actives have a fitted effect of over 80% in size
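25 nM Mm-CPN + cpd, 10 min 37°C; + 10 uM ATP, 30 min 37°C; buffer 30 mM Tris pH 7.4, 100 mM KCl, 5 mM MgCl2, 1 mM DTT; Transcreener ADP HTRF detection 30 min RT.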
EPAC2 ag – EPAC2 (human) agonism | EPAC2 activation, biochemical qHTS; response scale: 100% = 6.5 mM cAMP response | Potency, µM (series often up to 154 µM), inactives show at the highest dose activation, hits mostly activators | hit rate 0.079% among 360,000 | AID 720711; further: potency means the concentration at half of the fitted maximal effect; nearly all actives have a fitted effect of over 50% in size
Target sequence (Q8WZA2 whole entry, looked up): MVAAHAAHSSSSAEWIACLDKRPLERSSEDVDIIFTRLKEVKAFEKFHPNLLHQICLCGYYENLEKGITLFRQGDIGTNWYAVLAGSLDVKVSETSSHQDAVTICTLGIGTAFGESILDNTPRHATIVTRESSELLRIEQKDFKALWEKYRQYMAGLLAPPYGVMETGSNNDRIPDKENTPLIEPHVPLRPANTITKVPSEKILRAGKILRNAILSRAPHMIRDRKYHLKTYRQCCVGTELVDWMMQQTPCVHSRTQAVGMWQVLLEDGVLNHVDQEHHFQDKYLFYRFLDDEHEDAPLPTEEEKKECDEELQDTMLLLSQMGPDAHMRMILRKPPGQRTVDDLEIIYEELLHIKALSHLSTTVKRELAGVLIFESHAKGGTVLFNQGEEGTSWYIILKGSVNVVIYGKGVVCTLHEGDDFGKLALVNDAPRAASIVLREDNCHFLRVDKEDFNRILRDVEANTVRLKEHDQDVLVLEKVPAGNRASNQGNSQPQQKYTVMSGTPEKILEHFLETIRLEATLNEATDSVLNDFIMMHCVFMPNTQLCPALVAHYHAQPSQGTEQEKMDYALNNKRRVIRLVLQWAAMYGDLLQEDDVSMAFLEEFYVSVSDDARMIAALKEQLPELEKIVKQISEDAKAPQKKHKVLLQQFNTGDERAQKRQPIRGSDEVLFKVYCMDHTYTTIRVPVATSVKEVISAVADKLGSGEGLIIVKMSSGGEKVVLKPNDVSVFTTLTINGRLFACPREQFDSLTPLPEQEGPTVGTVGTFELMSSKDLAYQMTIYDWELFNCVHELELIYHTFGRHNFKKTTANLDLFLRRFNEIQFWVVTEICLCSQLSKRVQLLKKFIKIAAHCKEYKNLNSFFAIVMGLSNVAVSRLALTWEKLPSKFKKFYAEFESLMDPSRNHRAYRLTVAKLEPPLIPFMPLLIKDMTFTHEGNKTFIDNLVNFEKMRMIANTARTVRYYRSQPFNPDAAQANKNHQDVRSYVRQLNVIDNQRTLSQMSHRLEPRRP
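Guanine nucleotide exchange by EPAC2 is measured as reduced fluorescence of BODIPY-GDP once it is released from 250 nM Rap1B. Plates are read kinetically for 30 min at room temperature; results are scaled to 6.5 mM cAMP.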
EPAC2 antagonist – antagonists of human EPAC2; EPAC2 GEF exchange of Rap1B-BODIPY-GDP, fluorescence; AID 720708; hit rate 0.18% among 360,000; Q8WZA2; Potency, µM (highest dose often 114 µM), for the others: at the top dose activity, negative = inhibition, hits mostly inhibitors; further: potency means the concentration at half of the fitted maximal effect; on the % scale 0 is the no-effect control and ±100 the full control effect; nearly all actives have a fitted effect of over 45% in size; many of its hits are not listed in these tables
* marks the source's active call; other numbers are inactive results; i = inactive; ? = inconclusive; / = not tested or not shown; & = joins results of further samples; [ ] = dose if it differs, or a comment. Unless noted, the call rests on the fitted dose curve; in most records, active means well fitted curve in the direction sought with a large enough effect; inconclusive means small, poorly fitted or top-dose-only effect, or another doubt; inactive means no such curve, though single readings can be large; an effect the other way counts as inactive or inconclusive. Only part of the results is shown; count on the stated rates, not on these rows.

SMILES	A549 tox	Nrf2 activator	TGFb inhibitor	Nrf2 block	pAkt inh	CCT chaperon mod	Mm-Cpn inhibitor	EPAC2 ag	EPAC2 antagonist
CC(C)(C)OC(=O)NCCCCCNC(=O)c1ncn2c1c(=O)[nH]c1ccccc12	/	-0.8%	5%	/	i	0.7	/	-1%	6%
C[C@H]1CN([C@@H](C)CO)C(=O)CCCn2cc(nn2)CO[C@@H]1CN(C)C(=O)Nc1ccc(N2CCCCC2)cc1	/	-0.8%	12%	/	i	0.3	/	2%	-8%
Cc1cc2nc(/N=C(\N)NC(=O)C(C)C)nc(C)c2cc1C	-10%	-1.0%	-23%	-18%	i	-0.8	0%	-10%	0%
CC(=O)N1CCN(S(=O)(=O)c2c(C)n(C)c(=O)n(C)c2=O)CC1	-15%	-0.5%	17%	6%	i	-2.8	-1%	2%	19%
Cc1onc(-c2c(F)cccc2Cl)c1C(=O)OCC(=O)c1c(N)n(C)c(=O)n(C)c1=O	-2%	7.4%	-2%	13%	i	4.0	1%	7%	-3%
CCOc1cc(-c2c(C#N)c(N)nc3c2CCCC3C)ccc1O (centres undefined)	3%	2.9%	?	-6%	i	-3.1	2%	-2%	?
CC1C(=O)C(C)C(c2ccc(Br)cc2)NC1c1ccc(Br)cc1 (centres undefined)	?	0.8%	-21%	?	i	-1.2	1%	6%	1%
CCC1CCCCN1CCCNC(=O)Cn1cnc2sc(C)c(S(=O)(=O)N3CC(C)CC(C)C3)c2c1=O (centres undefined)	-13%	-0.7%	-20%	1%	i	-0.7	-3%	-13%	-3%
O=C(c1ccc(Cl)cc1)c1coc2ccc(O)cc12	-10%	12%	0%	-4%	i	-2.8	3%	0%	-1%
C[C@]12c3[nH]c4ccc(Cl)cc4c3CCN1C(=O)[C@@H](CC(=O)NCCN1CCOCC1)C[C@@H]2C(=O)N1CCCCC1	0%	6.4%	-3%	-3%	i	-4.8	4%	-6%	8%
COc1cc(N2CCCC2)c(OC)cc1/C=C1/NC(=S)NC1=O	-22%	2.3%	109%[activator]	-20%	i	-1.5	-6%	1%	-2%
CCOC(=O)C1CCN(c2cc3c(cc2NC(=O)c2ccc(OC)c(OC)c2)n(C)c(=O)n3C)CC1	0%&-4%	-0.3%&4.2%	9%&1%	-15%&-5%	i	1.8	-11%	-17%	-3%
CNC[C@H]1Oc2ccc(NC(=O)Nc3ccc(OC)cc3)cc2C(=O)N([C@@H](C)CO)C[C@H]1C	9%	-1.0%	9%	13%	i	-0.9	0%	-1%	5%
Cc1cccc2cc(CN(Cc3ccccc3)C(=O)N(C)C)c(=O)[nH]c12	1%	0.3%	-4%	-14%	i	1.2	2%	9%	-4%
O=C(CSc1nnc2ccccn12)N1CCc2ccccc21	0%	0.0%	14%	?	i	1.7	2%	9%	0%
O=c1c2c(ncn2C2CCCC2)n(Cc2ccccc2)c(=O)n1CCOc1ccccc1	3%	2.6%	-1%	1%	i	-0.6	2%	5%	-1%
CCOc1ncccc1C(=O)OCc1cn2cc(Cl)ccc2n1	4%	17%	6%	-2%	i	-0.4	0%	-4%	13%
N#Cc1c(NC(=O)c2cccnc2)sc2c1CCC2	-14%	0.6%	-17%	10%	i	1.6	-4%	0%	17%
CCCCCc1cc(=O)[nH]c(=S)[nH]1	2%	-0.7%	-8%	-4%	i	-0.1	1%	3%	13%
COCCn1c(SCC(=O)Nc2ccccc2OC)nc2c(oc3ccccc32)c1=O	-16%	-0.7%	-3%	?	i	1.9	2%	12%	-18%
O=C(Oc1ccccc1)c1cccc(COC(=O)c2cnccn2)c1	3%	0.2%	4%	/	/	0.5	1%	-9%	3%
Cc1cccc(NC(=O)CN2C(=O)N/C(=C\c3ccccc3OCc3ccc(C(=O)O)cc3)C2=O)c1	-4%	0.0%	0%	-10%	i	0.1	-6%	-1%	-20%
Cc1ccc2nc(-c3cccc(Br)c3)cc(C(=O)NC3CC3)c2c1	-6%	-0.2%	2%	-7%	i	0.0	-1%	5%	7%
NC(=O)Nc1ccc(Cl)cc1	-6%	-0.5%	0%	6%	i	-0.1	1%	-2%	1%
O=C(CCN1CCOCC1)NNC(=S)NC(=O)c1ccccc1	0%	-0.7%	7%	-7%	i	-2.5	-2%	8%	-3%
CCC(CC)C(=O)Nc1ccc(S(=O)(=O)Nc2nccs2)cc1	5%	-0.5%	-21%	-3%	i	-3.5	1%	2%	-18%
COc1ccccc1N(C)S(=O)(=O)c1ccc(C(=O)Nc2ccc(C(N)=O)cc2)cc1	-7%	-0.2%	0%	?	i	-0.4	-2%	-5%	8%
Cc1cccc(N2C(=O)CN(Cc3sccc3C)C2=S)c1	5%	0.7%	?	?	i	0.7	0%	-3%	-20%
Cc1ccc(C(=O)NNS(=O)(=O)c2ccc(F)cc2)cc1	-2%	0.4%	-4%	1%	i	2.2	-2%	3%	-4%
COc1cc(NC(=O)c2ccccc2C)c(OC)cc1NC(=O)CN1CCOCC1	2%	-0.8%	5%	?	i	0.4	-2%	8%	8%
CC(C)CN(C(=O)COc1ccc(C(C)(C)C)cc1)C1CCS(=O)(=O)C1 (centres undefined)	0%	0.4%	2%	-10%	i	5.1	0%	-7%	4%
CC(C)OC(=O)C1=C(N)N2C(=O)CSC2=C(C(=O)OC(C)C)C1	-10%	1.0%	4%	-8%	i	-0.8	-2%	2%	-8%
CCNC(=O)CN1C(=O)NC2(CCCCCC2)C1=O	1%	-0.2%	-18%	0%	i	-3.3	0%	6%	4%
CCN(Cc1ccncc1)C(=O)c1ccccc1NS(=O)(=O)c1ccc(Br)cc1	-3%	-0.7%	-17%	?	i	0.5	-1%	3%	-12%
O=C(CN1CCN(S(=O)(=O)c2ccc(Cl)s2)CC1)NCc1ccc(Cl)cc1	15%	2.3%	?	-6%	i	-0.6	0%	5%	-14%
COC(=O)/C=C1\S/C(=N/N=C/c2ccccc2)NC1=O	-5%	1.5%	?	6%	i	2.2	0%	-1%	0%
CCOC(=O)N1CCN(C(=O)Nc2ccc(Cl)cc2)CC1	14%	2.1%	7%	25%	i	0.2	0%	-5%	26%
CCOC(=O)/C=C1\SCC(=O)N1CC(O)CN1C(=O)CS/C1=C/C(=O)OCC (centres undefined)	1%	0.2%	-1%	-20%	i	-4.4	/	0%	-8%
CCN(CC)c1ccc(NC(=O)c2ccc3c(c2)OCO3)cc1	-10%	-0.5%[9.22 µM]	-3%	?	i	2.9	-3%	8%	-2%
COc1cc(CC(=O)Nc2ccc(S(=O)(=O)NC3=NCCCCC3)cc2)cc(OC)c1OC	-4%	-0.7%	20%	0%	i	-4.0	0%	7%	2%
CCc1nc2c(OCC(=O)c3ccc(F)cc3)cccn2c1N(C)C(=O)c1ccc(OC)cc1	/	0.9%	-1%	/	i	-0.7	/	12%	-9%
O=[N+]([O-])c1cccc(/C=N/NC2=NS(=O)(=O)c3ccccc32)c1	8%	19%	-21%	-10%	i	-0.2	2%	4%	-5%
CCCC(=O)N=C1SC2CS(=O)(=O)CC2N1c1ccc(-c2nc3ccc(C)cc3s2)cc1 (centres undefined)	-4%	4.4%[9.22 µM]	?	?	i	-3.2	-1%	-8%	10%
COc1ccc(C(=O)NCC(C)C)c(OC)c1	-1%	0.1%	3%	-4%	i	-1.2	-2%	14%	-4%
COc1ccccc1/C=C1\SC(=S)N(CCC(=O)NC2=NCCS2)C1=O	-2%	-0.5%	1%	-22%	i	-0.4	-1%	-71%[inhibitor]	26%
CC(=O)N1c2ccccc2[C@@H](C)[C@@H]1C	-2%	0.4%	1%	5%	i	-3.5	1%	1%	4%
COc1ccc(C2(C)NC(=O)N(CC(=O)NCc3ccccc3F)C2=O)cc1 (centres undefined)	9%	2.5%	-15%	1%	i	-3.9	3%	6%	-8%
O=C1c2oc3ccccc3c(=O)c2C(c2cccc(O)c2)N1c1ccccn1 (centres undefined)	7%	17%	-8%	5%	i	0.3	-1%	1%	3%
Cc1c(C(=O)NCC2CCCO2)oc2ccccc12 (centres undefined)	-14%	5.4%	-1%	9%	i	2.2	-2%	-4%	-9%
O=S(=O)(Cc1ccccc1)N1CCN(Cc2ccc(Br)cc2)CC1	2%	-0.8%	-15%	-14%	i	0.7	-1%	-5%	-2%
COc1ccc(S(=O)(=O)N2CCCCCC2)cc1C(=O)N(C)CCOc1ccccc1	1%	-0.4%	?	-4%	i	0.0	1%	1%	20%
Cc1ccc(C(=O)N/C(=C\c2cn(S(=O)(=O)N(C)C)c3ccccc23)C(=O)N2CCCC2)cc1	-6%	0.4%	-4%	-2%	i	-1.3	5%	1%	-4%
Cc1ccccc1C(=O)NC(=S)Nc1ccc(S(=O)(=O)N2CCN(C)CC2)cc1	15%	0.0%	-6%	/	i	-0.2	-14%	9%	10%
Cn1c(=O)c2c(nc(N3CCOCC3)n2CCSc2ncccn2)n(C)c1=O	-3%	-0.1%	-25%	14%	i	1.9	3%	0%	2%
CC(=O)c1ccc(Nc2nc(C(N)c3ccccc3Cl)cs2)cc1 (centres undefined)	/	5.3%[9.22 µM]	7%	/	i	0.1	/	7%	13%
COc1cccc(/C=N\NC(=O)C2C(=O)NCC2c2ccccc2)c1O (centres undefined)	-3%	-0.4%	6%	/	i	-0.3	1%	-3%	17%
